High-throughput results deposited in PubChem BioAssay by several laboratories.
HDAC3 inhib = blocks human histone deacetylase 3. AID 2718. 320,000 compounds, 0.15% hits. inhibition, % at 8.3 µM. recombinant HDAC3, fluorogenic peptide/trypsin coupled, fluorescence; in the data active means inhibition above about 26%, passing the limit was not always enough
RGS4 inh = inhibitors of human RGS4; P49798; HEK293 M3R/RGS4 inducible, Fluo-4 calcium flux; stronger effect = higher value; triggered by carbachol at its EC20; B-score at 10 µM; 310,000 compounds, 0.45% hits; AID 463165;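 active means B-score, a plate-corrected calcium signal, over three deviations above library mean, with baseline fluorescence within five deviations of library mean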;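 further: RGS4 expression induced by doxycycline in cells with stable M3 receptor; B-score is computed from the integrated fluorescence ratio over baseline after carbachol; higher B-score means a larger calcium signal and so more RGS4 inhibition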
TRPC6 inh = blocks the mouse TRPC6 cation channel; Q61143; HEK293-TRPC6, membrane potential dye, ACh-evoked depolarization; stronger effect = lower value; B-score at 10 µM; 310,000 compounds, 1.1% hits; AID 2553;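 active means B-score under library mean minus 3 SD, initial fluorescence not abnormally high, positive integrated signal ratio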;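 further: B-score derived from integrated fluorescence ratio over the kinetic read; more negative B-score means stronger inhibition of depolarization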
Target sequence (Q61143 whole entry, looked up): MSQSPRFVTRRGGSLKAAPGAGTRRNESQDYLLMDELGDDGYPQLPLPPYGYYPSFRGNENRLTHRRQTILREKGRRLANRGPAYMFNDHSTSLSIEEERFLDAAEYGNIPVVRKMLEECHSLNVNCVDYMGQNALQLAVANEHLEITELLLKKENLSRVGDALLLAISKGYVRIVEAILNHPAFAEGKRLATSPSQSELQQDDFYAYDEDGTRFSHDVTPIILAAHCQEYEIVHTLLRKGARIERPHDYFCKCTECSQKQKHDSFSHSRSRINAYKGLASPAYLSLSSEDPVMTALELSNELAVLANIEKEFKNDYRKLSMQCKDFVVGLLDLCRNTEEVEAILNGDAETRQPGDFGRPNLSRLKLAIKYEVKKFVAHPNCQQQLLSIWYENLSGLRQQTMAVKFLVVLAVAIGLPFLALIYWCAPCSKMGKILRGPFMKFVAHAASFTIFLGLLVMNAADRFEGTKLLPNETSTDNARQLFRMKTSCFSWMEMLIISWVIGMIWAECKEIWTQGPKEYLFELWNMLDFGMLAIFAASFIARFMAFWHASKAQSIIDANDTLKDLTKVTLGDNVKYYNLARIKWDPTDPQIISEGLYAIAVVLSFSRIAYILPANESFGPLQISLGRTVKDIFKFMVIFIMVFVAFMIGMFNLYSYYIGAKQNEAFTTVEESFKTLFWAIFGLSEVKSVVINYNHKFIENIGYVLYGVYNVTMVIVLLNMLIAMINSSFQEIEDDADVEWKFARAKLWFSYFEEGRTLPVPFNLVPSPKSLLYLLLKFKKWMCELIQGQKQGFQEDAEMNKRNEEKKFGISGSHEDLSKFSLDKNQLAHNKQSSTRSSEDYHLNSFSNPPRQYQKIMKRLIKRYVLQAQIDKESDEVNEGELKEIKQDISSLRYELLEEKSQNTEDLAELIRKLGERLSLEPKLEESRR
TMEM16A act = activates or potentiates the mouse TMEM16A chloride channel | Q8BHY3 | HEK293 TMEM16A/YFP-H148Q/I152L, iodide quench fluorescence; stronger effect = lower value | B-score at 10 µM | 340,000 compounds, 0.3% hits | AID 623877;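 active means fluorescence-ratio B-score plate-corrected deviation score at least 3 library SD below zero, with starting fluorescence score within 5 deviations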;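 further: channel opened by trigger with iodide after compound preincubation; score built on the fluorescence ratio of max minus min over baseline; more negative score means more quench and so TMEM16A activation or potentiation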
RGS4 pot = RGS4 potentiation or activation; 310,000 compounds, 0.92% hits; B-score at 10 µM; HEK293 M3R/inducible RGS4, carbachol calcium flux Fluo4; stronger effect = lower value; AID 463111;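 active means B-score of the integrated calcium signal more than 4 SD below the library mean, with starting fluorescence not abnormally high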;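 further: negative B-score means reduced calcium response which marks RGS4 activation or potentiation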
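test system = M3R-expressing HEK293 line, RGS4 induced by doxycycline | probe or stimulus = carbachol at ECmax as muscarinic agonist stimulus | timing = dye loading 30 min 37 °C, buffer rest 30 min RT | signal = calcium dye Fluo4 fluorescence | evaluation = B score from integrated fluorescence ratio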
MrgX1 PAM = human MrgX1 positive allosteric modulation, primary screen; Q96LB2; MrgX1-HEK293, Fluo-4 calcium flux, FDSS; stronger effect = higher value; B-score at 10 µM; 310,000 compounds, 0.63% hits;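 active means plate-corrected calcium response at least 3 library SD above typical, normal starting fluorescence, not activating the receptor alone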;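 further: compound read alongside a low EC10 to EC30 dose of BAM8-22 agonist; peak minus trough fluorescence over baseline measured at the second addition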
TRPC6 act = activators of mouse TRPC6 channel | AID 2550 | HEK293-TRPC6 membrane potential dye fluorescence; stronger effect = higher value | Q61143 | 310,000 compounds, 0.13% hits | B-score at 10 µM;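 active means B-score of the integrated fluorescence ratio above library mean plus 3 SD, and starting fluorescence ratio within library mean plus 5 SD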;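 further: higher score means more depolarization so channel activation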
MrgX1 agonist = activates human MrgX1 receptor signaling; Q96LB2; MrgX1-HEK293 cells, Fluo-4 calcium fluorescence, agonist mode; stronger effect = higher value; B-score at 10 µM; 310,000 compounds, 0.44% hits; AID 588627;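 active means calcium response B-score plate-corrected fluorescence ratio at least 3 library SD, with starting fluorescence B-score inside 5 SD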
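Test system: Stable human MrgX1 HEK293 cell line | Schedule: Overnight plating before 1 h dye loading | Read-out basis: Baseline-normalised fluorescence change ratio, B-scored | Detection: Kinetic calcium dye fluorescence, Fluo-4 NW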
MrgX1 antag = human MrgX1 receptor antagonism, primary screen; B-score at 10 µM; 310,000 compounds, 1.3% hits; MRGX1-HEK293 calcium flux, Fluo-4, BAM8-22 antagonism; stronger effect = lower value;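 active means calcium-response B-score plate-corrected more than 3 library SD below zero, starting fluorescence within 5 deviations, no agonist response on first addition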;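 further: peak minus trough fluorescence over baseline after final BAM8-22 challenge near maximal dose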
ANO1 block = mouse TMEM16A channel inhibition, primary screen; HEK293 TMEM16A/YFP iodide influx fluorescence, ionomycin; 310,000 compounds, 1.2% hits; AID 588511; normalized B-score (activity score, 25-100; higher = stronger inhibition) at 10 µM; Q8BHY3;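 active means ratio plate-corrected score three or more library SD toward inhibition, starting fluorescence score within five deviations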;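 further: score derived from kinetic fluorescence span divided by baseline fluorescence per well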
SKKanGAS inh = SKKanGAS growth inhibition. S. pyogenes SKKanGAS, kanamycin growth, BacTiter-Glo, 6 h. inhibition, % at 7.5 µM. 300,000 compounds, 1.3% hits;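 active means mean replicate score, as percent of positive control median, at least 50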;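 further: strain carries kanamycin resistance gene driven by streptokinase promoter and grows in 40 µg/ml kanamycin; loss of luminescence reflects streptokinase promoter inhibition or plain growth inhibition; 0% = median of DMSO wells and 100% = positive control at its reference dose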
* hit, by the source's call; i = inactive; . = not tested or not shown.

molecule	SKKanGAS inh	RGS4 pot	MrgX1 PAM	TMEM16A act	HDAC3 inhib	ANO1 block	TRPC6 inh	MrgX1 agonist	TRPC6 act	RGS4 inh	MrgX1 antag
CC(C)CC(NC(=O)C1CCC(C)CC1)C(=O)N1CCN(c2ccccn2)CC1 (stereo not drawn)	6	i	i	i	-1	i	i	i	i	i	i
Cc1cc(C(=O)COC(=O)C2COc3ccccc3O2)c(C)n1CC1CCCO1 (stereo not drawn)	-9	i	i	i	3	i	i	i	i	i	i
CCc1cc(C(c2cccc(OC)c2)N2CCOCC2)c(NC(=O)c2ccccc2)s1 (stereo not drawn)	8	i	i	i	-12	i	i	i	i	i	i
CC(=O)/C(C(=N)N1CCN(C(c2ccccc2)c2ccccc2)CC1)=C(\C)O	-9	-9.2*	i	i	-4	i	-7*	i	i	i	i
O=C(N/N=C/c1ccc(C(F)(F)F)cc1)c1ccncc1	-4	i	i	i	-2	i	i	i	i	i	i
CC(=O)Nc1ccc(Nc2nc(C)c([N+](=O)[O-])c(N(C)c3ccccc3)n2)cc1	4	i	i	i	6	i	i	i	i	i	i
NC(=O)C1CCN(C2=C(NS(=O)(=O)c3ccc(Cl)cc3)C(=O)c3ccccc3C2=O)CC1	13	i	9.9*	i	1	i	i	i	i	i	i
CN1C=CC=C/C1=C1\SC(=S)N(Cc2ccccc2)C1=O	-1	-9.2*	i	i	7	i	i	i	i	i	i
Cn1nccc1C(=O)N1CCN(c2ccccc2F)CC1	1	i	i	i	.	i	i	i	i	i	i
CC(C)c1cc(C(=O)N/N=C/c2ccoc2)c(O)c(C(C)C)c1	40	i	i	i	-4	i	i	i	i	i	i
Cc1ccc(-c2cc(-c3ccccc3)no2)cc1	6	i	i	i	-2	i	i	i	i	i	i
CC(C)CC(NC(=O)c1ccccc1)C(=O)OCC(=O)Nc1ccc(Br)cn1 (stereo not drawn)	-3	i	i	i	3	i	i	i	i	i	i

(cont.)
molecule	SKKanGAS inh	RGS4 pot	MrgX1 PAM	TMEM16A act	HDAC3 inhib	ANO1 block	TRPC6 inh	MrgX1 agonist	TRPC6 act	RGS4 inh	MrgX1 antag
CC1Cc2cc(/C=C3/SC(=S)N(C)C3=O)ccc2O1 (stereo not drawn)	-2	i	i	i	-9	i	i	i	i	i	i
CCCc1cc(=O)[nH]c(-n2[nH]c3c(c2=O)CCCC3)n1	42	i	i	i	7	i	i	i	i	i	i
O=C(CN(Cc1cccs1)C(=O)CNS(=O)(=O)c1ccccc1)NC1CCCC1	1	i	i	i	3	i	i	i	i	i	i
CCN(CC)S(=O)(=O)c1cccc(NC(=O)c2ccc(SC)cc2OC)c1	7	i	i	i	-6	i	i	i	i	i	i
Oc1ccccc1-c1nnc(COc2ccc(Cl)cc2Cl)o1	-7	i	i	i	9	i	i	i	i	i	i
Cn1c(=O)c2c(nc(NCc3ccccc3)n2CC(=O)NCc2ccccc2)n(C)c1=O	0	i	i	i	-15	i	i	i	i	i	i
CCCNC(=O)c1ccccc1NS(=O)(=O)c1ccc2c(c1)OCCO2	2	i	i	i	-1	i	i	i	i	i	i
O=c1nc(N(c2ccccc2)c2ccccc2)[nH]c(=O)[nH]1	1	i	i	i	-2	i	i	i	i	i	i
CC1(C)CC(=O)C2=C(C1)N(c1ccccc1)C(N)=C(C#N)C2c1cccnc1 (stereo not drawn)	3	i	i	i	4	i	i	i	i	i	i
C/C(=N\NC(N)=S)c1ccncc1	2	i	i	i	5	i	i	i	i	i	i
COc1ccc(-c2[nH]ncc2C=O)cc1	6	i	i	i	2	i	i	i	i	i	i
Cc1c(N2C(=O)C(=O)/C(=C(/O)c3ccc(Br)cc3)C2c2cccnc2)c(=O)n(-c2ccccc2)n1C (stereo not drawn)	-3	i	i	i	1	i	i	i	i	i	i

The results go on:
molecule	SKKanGAS inh	RGS4 pot	MrgX1 PAM	TMEM16A act	HDAC3 inhib	ANO1 block	TRPC6 inh	MrgX1 agonist	TRPC6 act	RGS4 inh	MrgX1 antag
COC(=O)C[C@H]1c2cc(C(F)(F)F)ccc2S(=O)(=O)N1Cc1ccc(OC)cc1	5	i	i	i	-13	i	i	i	i	i	i
O=C(NCCO)c1ccc(-c2nnc(Nc3ccc(O)cc3)c3ccccc23)cc1	10	i	i	i	4	i	i	i	i	i	i
CCn1cc(Cl)c(C(=O)Nc2cccc(CN3CCOCC3)c2)n1	.	i	i	i	-1	i	i	i	i	i	i
Cc1cc(Nc2ccccc2)n(-c2ccccc2)n1	3	i	i	i	2	i	i	i	i	i	i
COc1ccc(C(=O)C2CCCN(C(=O)c3cc(C)nc(C)n3)C2)cc1OC (stereo not drawn)	-1	i	i	i	6	i	i	i	i	i	i
O=C(OCc1nc2scc(-c3ccccc3)c2c(=O)[nH]1)c1cc(Cl)ccc1[N+](=O)[O-]	18	i	i	i	0	i	i	i	i	6.2*	i
O=C(NOC(=O)c1ccccc1Cl)c1cccs1	0	i	i	i	6	i	i	i	i	i	i
CSc1nc(-c2ccco2)nn1S(C)(=O)=O	0	i	i	i	3	i	i	i	i	i	i
C[N+](C)(C)CCOP(=O)([O-])OC[C@H](O)CO	-2	i	i	i	1	i	i	i	i	i	i
CNC(=O)CNC(=O)Nc1ccc(C)cc1	-3	i	i	i	2	i	i	i	i	i	i
CCCCN(C(=O)c1ccc2c(c1)OCCO2)c1c(N)n(CCCC)c(=O)[nH]c1=O	-10	i	i	i	-7	i	i	i	i	i	i
COc1ccc2[nH]c(C)c(-c3csc(N)n3)c2c1	5	i	i	i	14	i	i	i	i	i	i

(further entries)
molecule	SKKanGAS inh	RGS4 pot	MrgX1 PAM	TMEM16A act	HDAC3 inhib	ANO1 block	TRPC6 inh	MrgX1 agonist	TRPC6 act	RGS4 inh	MrgX1 antag
O=C(Cc1n[nH]c(=O)c2ccccc12)Nc1ccc(-c2nnc3n2CCCCC3)cc1	-8	i	i	i	-5	i	i	i	i	i	i
COCCNC(=O)c1ccc2c3n(nc2c1)-c1ccc(C)cc1CO3	-6	i	i	i	-19	i	i	i	i	i	i
Cc1csc(SCC(=O)Nc2cccc(S(=O)(=O)N3CCOCC3)c2)n1	-4	i	i	i	-2	i	i	i	i	i	i
COc1ccc(NC(=O)CCNS(=O)(=O)c2ccc3[nH]c(=O)oc3c2)cc1Cl	1	i	i	i	-10	i	i	i	i	i	i
CN(C)c1ccc(CNCCC2(O)CCOC(C)(C)C2)cc1 (stereo not drawn)	.	.	i	i	2	i	.	i	.	.	i
CC1C/C(=N\Nc2ccc(S(N)(=O)=O)cc2[N+](=O)[O-])CC(C)(C)C1 (stereo not drawn)	0	i	i	i	4	i	i	i	i	i	i
CC(=O)C[C@H]1c2cc(C(F)(F)F)ccc2S(=O)(=O)N1Cc1ccccc1	1	i	i	i	-4	i	i	i	i	i	i
CN(C(=O)COC(=O)CNC(=O)c1ccc(C(C)(C)C)cc1)c1c(N)n(Cc2ccccc2)c(=O)[nH]c1=O	-4	i	i	i	-2	i	i	i	i	i	i
O=C1CSc2ccc(S(=O)(=O)CCC(=O)NC3CCCCC3)cc2N1	5	i	i	i	-1	i	i	i	i	i	i
C=CCSc1nc2sc3c(c2c(=O)[nH]1)CCC3	9	i	i	i	0	i	i	i	i	i	i
N=c1n(CCO)c2ccccc2n1Cc1ccc(Cl)cc1	5	i	i	i	-3	i	i	i	i	i	i
CCN(C(=O)COC(=O)c1cc2c(s1)CCCCC2)C1CCS(=O)(=O)C1 (stereo not drawn)	-6	i	i	i	1	i	i	i	i	i	i

(cont.)
molecule	SKKanGAS inh	RGS4 pot	MrgX1 PAM	TMEM16A act	HDAC3 inhib	ANO1 block	TRPC6 inh	MrgX1 agonist	TRPC6 act	RGS4 inh	MrgX1 antag
COC(=O)c1ccc(NC(=O)CC2C(=O)N(C)C(=S)N2Cc2ccc(S(N)(=O)=O)cc2)cc1 (stereo not drawn)	0	i	i	i	-1	i	i	i	i	i	i
O=C(C1CC(c2ccc(F)cc2)=NO1)N1CCCc2ccccc21 (stereo not drawn)	4	i	i	i	-2	i	i	i	i	i	i
Cc1ccc(S(=O)(=O)/N=C2\SC(CC(=O)Nc3ccc(F)cc3)C(=O)N2c2ccccc2)cc1 (stereo not drawn)	11	i	i	i	6	i	i	i	i	i	i
CCOC(=O)N1CCN(c2c(NCCc3ccc(OC)c(OC)c3)c(=O)c2=O)CC1	1	i	i	i	2	i	i	i	i	i	i
CCOC(=S)SCC(=O)Nc1nc(-c2ccccc2)cs1	-2	i	i	i	5	i	i	i	i	i	i
O=c1cnc2ccccc2n1Cc1ccc(Br)cc1	3	i	i	i	5	i	i	i	i	i	i
CCOC(=O)c1cccc(NC(=O)CNC(=O)C2CCCCC2)c1	-7	i	i	i	-5	i	i	i	i	i	i
CCOc1ccccc1CN1CCNC(=O)C1CC(=O)N(C)CCC1CCOCC1 (stereo not drawn)	-5	i	i	i	1	i	i	i	i	i	i
Cc1cccc(N(Cc2ccccc2)C(=O)CCl)c1	-15	i	.	i	.	.	i	.	i	i	.
COc1ccc(OC)c(C(=O)COC(=O)c2cc(C)oc2C)c1	-7	i	i	i	-10	i	i	i	i	i	i
CCOC(=O)C(=O)NCc1ccc(/C=C2/N=C(C)C(C(=O)OCC)=C2O)o1	0	i	i	i	6	i	i	i	i	i	i
CCCn1nnc(NC(=O)c2ccc3c(c2)OCO3)n1	-5	i	i	i	-1	i	i	i	i	i	i

Continuation:
molecule	SKKanGAS inh	RGS4 pot	MrgX1 PAM	TMEM16A act	HDAC3 inhib	ANO1 block	TRPC6 inh	MrgX1 agonist	TRPC6 act	RGS4 inh	MrgX1 antag
CC(=O)NCC(=O)OCC(=O)c1ccc(Br)cc1	-21	i	i	i	0	i	i	i	i	i	i
Cc1nc(N)sc1C(=O)N/N=C/c1ccco1	-1	i	i	i	8	i	i	i	i	i	i
N#Cc1cccc(C(c2nnnn2CCc2ccccc2)N2CCN(C3CCCCC3)CC2)c1 (stereo not drawn)	1	i	i	i	2	i	-5*	i	i	i	i
CC(/C=C1\SC(=S)N(C(C(=O)O)c2ccccc2)C1=O)=C\c1ccccc1 (stereo not drawn)	61*	-7.4*	i	i	15	100*	i	i	i	i	-14*
